# Screens deposited in PubChem by several laboratories.
# Wnt bcat act: activators of Wnt/beta-catenin signaling. Wnt/beta-catenin reporter cell assay, activator, plate reader. 300,000 tested, 1.2% active. activation, % at 9.35 µM. AID 743398; in the data active = activation above about 30%, passing the limit was not always enough;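 also: 0% = neutral control wells and 100% = positive control wells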
# V-ATPase pHluor: yeast V-ATPase proton transport regulation by pHLuorin; S. cerevisiae, pHLuorin cytosolic pH fluorescence; response, % at 10 µM; 350,000 tested, 0.37% active; AID 504577; in the data active = response mostly above about 7.3%, no sharp cut-off; inactive = mostly below about 5.4%; also: actives read high; inactives centre near 0; some compounds called inactive have numbers as strong as hits; reference of the scale not given here
# Pemphigus Ab inh: blocks pemphigus antibody binding to human desmoglein-3; binding (percent of control), % at 10 µM; DSG3-coupled beads, scFv-anti-DSG3-GFP binding, flow cytometry; active compounds read low; 310,000 tested, 0.48% active; P32926;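 active = binding more than 3 SD below its plate's average and above zero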;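 also: hits lower antibody fragment binding to DSG3; some compounds called inactive have numbers as strong as hits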
# Target sequence (P32926 whole entry, looked up, the tested form may be a part): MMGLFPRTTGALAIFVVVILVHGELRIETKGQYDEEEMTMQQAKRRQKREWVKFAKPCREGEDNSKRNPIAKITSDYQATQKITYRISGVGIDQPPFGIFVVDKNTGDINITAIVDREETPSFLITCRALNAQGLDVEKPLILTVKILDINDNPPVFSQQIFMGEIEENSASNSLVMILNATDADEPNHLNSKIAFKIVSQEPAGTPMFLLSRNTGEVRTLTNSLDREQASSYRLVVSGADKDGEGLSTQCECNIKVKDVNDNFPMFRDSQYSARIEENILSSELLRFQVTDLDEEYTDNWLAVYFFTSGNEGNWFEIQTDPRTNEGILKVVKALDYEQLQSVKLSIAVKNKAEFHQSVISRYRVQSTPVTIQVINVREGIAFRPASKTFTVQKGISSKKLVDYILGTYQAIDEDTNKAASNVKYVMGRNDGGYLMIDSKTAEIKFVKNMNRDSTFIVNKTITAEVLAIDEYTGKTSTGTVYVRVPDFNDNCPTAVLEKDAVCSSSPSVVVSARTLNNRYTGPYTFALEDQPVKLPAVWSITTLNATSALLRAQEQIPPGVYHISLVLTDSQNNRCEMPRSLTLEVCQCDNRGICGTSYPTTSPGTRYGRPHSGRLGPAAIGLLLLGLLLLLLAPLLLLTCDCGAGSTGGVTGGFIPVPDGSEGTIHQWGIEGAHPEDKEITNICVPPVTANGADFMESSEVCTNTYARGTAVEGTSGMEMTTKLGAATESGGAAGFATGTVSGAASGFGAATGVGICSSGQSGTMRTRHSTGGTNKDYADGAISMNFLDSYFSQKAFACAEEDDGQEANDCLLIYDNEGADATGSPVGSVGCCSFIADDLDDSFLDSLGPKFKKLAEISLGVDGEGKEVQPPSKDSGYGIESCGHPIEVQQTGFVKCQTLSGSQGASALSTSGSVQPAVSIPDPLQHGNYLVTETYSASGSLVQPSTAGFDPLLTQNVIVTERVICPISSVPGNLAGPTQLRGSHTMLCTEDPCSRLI
# * = called active by the depositor.
SMILES,Wnt bcat act,V-ATPase pHluor,Pemphigus Ab inh
COc1ccc(CCN2CC(C(=O)NCc3cnn(C)c3)CCC2=O)cc1 (configuration not stated),2,-1,99
Nc1ccc2c3c(ccc([N+](=O)[O-])c13)CC2,-1,-1,101
C[C@H](CO)N1C[C@H](C)[C@H](CN(C)S(=O)(=O)c2ccc(Cl)cc2)OCc2cnnn2CCCC1=O,-1,-1,103
CC1=C(C#N)C(C)(C)C(C#N)=C(C)N1,-3,-4,105
c1ccc(CNc2ncn[nH]2)cc1,-1,1,106
CSc1ccccc1OCc1cc(C(=O)NCC(C)Oc2cccnc2)no1 (configuration not stated),-4,0,105
O=[N+]([O-])c1cccc(C2Nc3ccccc3CO2)c1 (configuration not stated),6,-1,100
COc1ccc(NC(=O)COC(=O)CN2C(=O)C3CCCCC3C2=O)cc1 (configuration not stated),-3,-1,98
CCOC(=O)c1cc(OC(=O)Cc2ccc(OC)c(S(=O)(=O)N3CCOCC3)c2)cc(C(=O)OCC)c1,-3,2,98
CNC(=O)C[C@H]1C(=O)N(Cc2ccccc2)C[C@@H]1CSC,-1,0,107
Cc1c(C(=O)NNC(=O)c2csc(N3CCOCC3)n2)oc2ccc(Br)cc12,-1,3,104
COc1ccc(-n2c(-c3ccc(C(C)(C)C)cc3)n[nH]c2=S)c(OC)c1,-4,0,104
CCOc1ccc(NC(=O)CN(C)C(=O)Cc2ccc3c(c2)OCCO3)cc1OCC,0,2,103
Cc1nn(CC(C)C)c(Cl)c1C(=O)N(C)CC(=O)Nc1ccc(Cl)cc1,-1,1,104
Cc1ccc(S(=O)(=O)N2C[C@H]3n4c(=O)ccc(=O)n4C[C@H](OC(=O)NCc4ccccc4)[C@@]3(O)C2)cc1,-2,2,105
Cc1c(NC(=O)c2cccc(NC(=O)C(C)Oc3ccccc3)c2)c(=O)n(-c2ccccc2)n1C (configuration not stated),2,0,102
CCOc1ccccc1CNC(=O)C1CCN(S(=O)(=O)N2CCC(C)CC2)CC1,0,-3,92
CN(Cc1ccco1)C(=O)c1cccc(S(=O)(=O)N2CCN(Cc3ccccc3)CC2)c1,0,-2,104
CC(Oc1ccc(Br)cc1)C(=O)N(Cc1ccccc1)c1c(N)n(Cc2ccccc2)c(=O)[nH]c1=O (configuration not stated),-5,-3,102
Cc1ccc(-c2csc3ncnc(N4CCN(S(=O)(=O)c5ccc(C#N)cc5)CC4)c23)cc1,-2,-1,102
CCOc1ccccc1C(=O)NC(C(=O)OCC(=O)NNC(=O)c1cccs1)C(C)C (configuration not stated),-1,1,97
Cc1ccccc1NC(=O)COC(=O)c1ccc(C)c(S(=O)(=O)N2CCCCC2)c1,-1,-1,98
COc1ncnc2c1ncn2CCCNCc1ccc(C)o1,-2,1,98
O=C(COC(=O)c1ccc(S(=O)(=O)N2CCCCCC2)cc1)Nc1ccccc1C(F)(F)F,1,0,109
C#CCN(C[C@H]1[C@H](OC(=O)Nc2cccs2)[C@H](OC(=O)Nc2cccs2)C[C@H]2C(=O)N(c3ccccc3)C(=O)[C@@H]12)S(=O)(=O)c1ccc(C)cc1,-5,-2,99

# Further entries:
SMILES,Wnt bcat act,V-ATPase pHluor,Pemphigus Ab inh
O=C(OCc1ccccc1)N1CCC2CC1c1cc(N3CCN(S(=O)(=O)c4cccc(C(F)(F)F)c4)CC3)ccc12 (configuration not stated),-3,0,101
Cc1cc(C)n(C(N)=NC(=O)c2ccccc2)n1,43*,0,100
Cc1ccc(C=O)c([B-](F)(F)F)c1,-1,0,103
COC(=O)C(=Cc1ccncc1)c1cccc2ccccc12,-4,1,104
N#CN=CN1CC=C(c2ccc(Cl)cc2)CC1,-3,-4,107
Cc1cccc(C)c1NC(=O)C(C)NCc1cccs1 (configuration not stated),-1,3,101
Cc1ccc(S(=O)(=O)N(C)CC(=O)N(C)CCOc2ccccc2)cc1,0,0,96
O=C(COC(=O)c1ccc(Cl)c(S(=O)(=O)N2CCCCC2)c1)NC1CCCCC1,-1,1,103
Cc1cn([C@H]2C[C@H](O)[C@@H](CNCc3cc(Br)ccc3OCc3ccccc3)O2)c(=O)[nH]c1=O,-5,-2,108
Cc1ccccc1CNC(=O)C(C)Sc1ccccc1 (configuration not stated),0,2,115
Cc1nc(SCC(=O)NC2CCCC2)c2oc3ccccc3c2n1,0,1,104
Cc1ccc(CN(C)C[C@H]2OCc3cnnn3CCCC(=O)N([C@@H](C)CO)C[C@@H]2C)cc1,-2,1,100
CC(=O)Nc1ccccc1NC(=O)c1ccc2c(c1)OCO2,2,-1,96
C[C@@H]1CN([C@@H](C)CO)C(=O)c2cc(Br)cnc2O[C@H]1CN(C)C(=O)c1cccc(F)c1,-3,2,104
C[C@@H]1CN([C@H](C)CO)C(=O)CCCn2nncc2CO[C@H]1CN(C)C(=O)Nc1ccc2c(c1)OCO2,-1,-3,110
C[C@H](O)[C@@H]1C(=O)N2CCc3c([nH]c4ccccc34)[C@@H]2C[C@@H]1N(C)C(=O)NC1CCCCC1,-1,-1,93
COc1ccc(CN(C)C[C@@H]2OCCCC[C@@H](C)Oc3ccc(N(C)C)cc3C(=O)N([C@H](C)CO)C[C@@H]2C)cc1,-4,-3,96
COc1ccccc1-c1n[nH]nc1C1=CC(=O)CC(C)(C)C1,0,1,110
O=C(CN1CCOCC1)N1c2ccccc2Sc2ccc(Cl)cc21,-2,-3,101
O=C(c1ccccc1)c1ccc(N2CCN(C(=O)c3ccc(F)cc3F)CC2)c(F)c1,-1,0,103
CCOc1ccccc1NC(=O)C1C(c2ccccc2)C1(Cl)Cl (configuration not stated),-6,1,102
CCCCCCn1c(=O)n2n(c1=O)[C@@H]1CN(S(=O)(=O)c3ccc(C)cc3)C[C@]1(O)[C@@H](OC(=O)NC1CCCC1)C2,-5,0,102
CCc1noc(C)c1C(=O)OCC(=O)c1ccc(NC(=O)CC(C)C)cc1,-3,1,106
COC(=O)[C@@H](NS(=O)(=O)c1cc(Br)ccc1Br)C(C)C,-1,-2,99
COc1ccccc1CCNC(=O)C1CC(=O)N(c2ccccc2F)C1 (configuration not stated),-4,1,102

# Only Pemphigus Ab inh and V-ATPase pHluor, for some of the entries so far:
structure | Pemphigus Ab inh | V-ATPase pHluor
CCOC(=O)c1cc(OC(=O)Cc2ccc(OC)c(S(=O)(=O)N3CCOCC3)c2)cc(C(=O)OCC)c1 | 98 | 2
CNC(=O)C[C@H]1C(=O)N(Cc2ccccc2)C[C@@H]1CSC | 107 | 0
Cc1c(C(=O)NNC(=O)c2csc(N3CCOCC3)n2)oc2ccc(Br)cc12 | 104 | 3
COc1ccc(-n2c(-c3ccc(C(C)(C)C)cc3)n[nH]c2=S)c(OC)c1 | 104 | 0
CCOc1ccc(NC(=O)CN(C)C(=O)Cc2ccc3c(c2)OCCO3)cc1OCC | 103 | 2

# The main list resumes, repeating the 4 entries before the break.
SMILES,Wnt bcat act,V-ATPase pHluor,Pemphigus Ab inh
CCCCCCn1c(=O)n2n(c1=O)[C@@H]1CN(S(=O)(=O)c3ccc(C)cc3)C[C@]1(O)[C@@H](OC(=O)NC1CCCC1)C2,-5,0,102
CCc1noc(C)c1C(=O)OCC(=O)c1ccc(NC(=O)CC(C)C)cc1,-3,1,106
COC(=O)[C@@H](NS(=O)(=O)c1cc(Br)ccc1Br)C(C)C,-1,-2,99
COc1ccccc1CCNC(=O)C1CC(=O)N(c2ccccc2F)C1 (configuration not stated),-4,1,102
C[C@H](CO)N1C[C@H](C)[C@@H](CN(C)S(=O)(=O)c2ccccc2C#N)OCc2cnnn2CCCC1=O,1,1,100
COc1cccc(CNC(=O)c2ccc(F)c(S(=O)(=O)N3CCCCC3)c2)c1,-5,3,103
c1ccc(N=C2SCCCS2)cc1,-1,3,103
COc1ccc(CN(C)[C@H]2C[C@H]3c4[nH]c5ccccc5c4CCN3C[C@H]2[C@H](C)O)cc1,-1,1,105
C[C@H]1CN([C@@H](C)CO)C(=O)CCCn2nncc2CO[C@@H]1CN(C)C(=O)Nc1ccc(N2CCCCC2)cc1,-1,0,116
NC(=O)c1csc(CCNC(=O)c2ccccc2)n1,0,2,102
O=C(CCn1cccn1)N1CCCC(Nc2ccc(F)c(F)c2)C1 (configuration not stated),-3,-1,99
CC(OC(=O)Cc1n[nH]c(=O)c2ccccc12)C(=O)N(C)c1ccccc1 (configuration not stated),-1,-1,103
CC1(C)OC(=O)NC1c1ccccc1 (configuration not stated),5,-1,106
c1cc2c(c(CC3CO3)c1CC1CO1)OCCOCCOCCOCCO2 (configuration not stated),1,2,101
COc1cc(C(=O)N2CCN(c3cccc(Cl)c3)CC2)ccc1OCC(=O)N1CCOCC1,-1,-1,94
CNC(=O)C[C@@H]1C(=O)N(CCc2ccccc2)CC1(C)C,-1,-2,95
CCCn1c(CC)nc([N+](=O)[O-])c1Sc1ncn[nH]1,-7,-5,108
COc1ccc(CN2C(=O)C(CC(=O)NCc3cccs3)CC(C(=O)N(C(C)C)C(C)C)=C2C)cc1 (configuration not stated),-2,-1,103
C[C@H](CO)N1C[C@H](C)[C@@H](CN(C)C(=O)Nc2ccc3c(c2)OCCO3)OCc2cnnn2CCCC1=O,18,0,98
CCCCCC(=O)N1C[C@H](O)[C@@H](n2cc(COC(=O)c3ccccc3)nn2)C[C@@H]1c1ccc(OC)cc1,-4,0,97
Cc1cccc(NC(=O)COC(=O)c2c(-c3ccccc3)noc2C)c1,-1,-3,103
CCCN(CC(=O)Nc1ccccc1C)C(=O)C1CCN(S(=O)(=O)c2ccc(C)c(C)c2)CC1,-1,-2,94
COc1ccc(S(=O)(=O)N2CCOCC2)cc1NC(=O)c1ccc(SC)cc1OC,-2,2,100
O=C(O)c1ccc2c(c1)S(=O)(=O)c1cc(N3CCN(c4cnccn4)CC3)ccc1C2=O,-1,1,108
Nc1c(Br)cc(Br)c2c1[nH]c(=O)c1ccccc12,-8,0,104
CC(=O)NC1CC2CCCC(C1)N2C(=O)Nc1ccc(Cl)cc1 (configuration not stated),0,0,98
O=C1CSC(=S)N1Cc1ccccc1,0,-3,98
O=C(NCc1nnc(SCC(=O)N2CCOCC2)o1)c1ccccc1,-4,-3,102
O=C(NC(Cc1ccccc1)C(=O)N1CCN(c2ccc(F)cc2)CC1)c1ccccc1 (configuration not stated),-7,2,106

# For reference, two of the compounds above:
SMILES,Wnt bcat act,V-ATPase pHluor,Pemphigus Ab inh
O=C(NCc1nnc(SCC(=O)N2CCOCC2)o1)c1ccccc1,-4,-3,102
O=C(NC(Cc1ccccc1)C(=O)N1CCN(c2ccc(F)cc2)CC1)c1ccccc1 (configuration not stated),-7,2,106

# Next section
SMILES,Wnt bcat act,V-ATPase pHluor,Pemphigus Ab inh
COc1ccc(Cl)cc1NC(=O)CSc1nc2[nH]ncc2c(=O)[nH]1,-2,2,99
Cc1nnc(NC(=O)CCN2C(=O)C3CC=CCC3C2=O)s1 (configuration not stated),-2,-1,89
Cc1ccc(NC(=O)CSCC(=O)N(C)CC(=O)Nc2c(C)cccc2C)cc1,-1,0,104
CCC1Oc2ccccc2N(CC(=O)N2CC(C)CC(C)C2)C1=O (configuration not stated),1,3,114
C[C@H]1CN([C@@H](C)CO)C(=O)CCCn2cc(nn2)CO[C@@H]1CN(C)C(=O)Nc1cccc(Oc2ccccn2)c1,-1,0,101
Cc1[nH]c2ccccc2c(=O)c1CNCc1ccccc1,1,-2,102
Nc1nc(N)c2cc(S(=O)(=O)c3ccc4ccccc4c3)ccc2n1,-2,1,102
COCCN(C(=O)COC(=O)CSc1cc(C)ccc1C)c1c(N)n(Cc2ccccc2)c(=O)[nH]c1=O,-6,1,104
Cc1ccc(OCC(=O)Nc2cccc(S(=O)(=O)N3CCCC3)c2)cc1C,1,0,103
O=C(NCC(c1ccco1)N1CCCC1)c1cccc(S(=O)(=O)N2CCCCC2)c1 (configuration not stated),-1,4,105
C/C(COc1ccccc1)=N\NC(=O)c1nnn(-c2nonc2N)c1-c1ccc(C)cc1,-6,-3,105
COc1cccc(CNC(=O)COC(=O)c2ccc(-c3ccc(O)cc3)cc2)c1,-3,0,96
O=C1CC2(CCCC2)C(=O)N1CN1CCN(S(=O)(=O)c2cc(F)ccc2F)CC1,-1,-1,100
Cc1ccc([C@H]2C[C@@H](O)[C@H](n3cc(-c4ccc(F)cc4)nn3)CN2C(=O)c2cccs2)cc1,-2,-3,105
Cc1csc(SCC(=O)Nc2cc(F)ccc2C)n1,-2,-2,99
CC1C(=O)N(Cc2cn(CC3CCCCC3)nn2)CCS(=O)(=O)N1Cc1ccc(-c2ccc(F)nc2)cc1 (configuration not stated),-1,-3,100

# One compound at a time, as listed above. Screens in order: Wnt bcat act, V-ATPase pHluor, Pemphigus Ab inh
# C/C(COc1ccccc1)=N\NC(=O)c1nnn(-c2nonc2N)c1-c1ccc(C)cc1 is listed with -6, -3, 105
# Cc1nnc(NC(=O)CCN2C(=O)C3CC=CCC3C2=O)s1 (configuration not stated) is listed with -2, -1, 89
# Cc1csc(SCC(=O)Nc2cc(F)ccc2C)n1 is listed with -2, -2, 99

# The list is partial; count on the stated rates, not on these rows.
